# SUMO1-SIM PPI – SUMO1-SIM interaction modulation; SUMO1 binding to a labelled peptide, TR-FRET, 1 h; inhibition, % at 20 µM; hit rate 0.33% among 360,000; in the data active means inhibition above about 37%
# LMPTP inh – LMPTP (human) inhibition. inhibition, % at 20 µM. P24666. recombinant LMPTP-A, OMFP fluorogenic substrate, fluorescence intensity. hit rate 0.22% among 360,000. AID 651560;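 active means compounds that cut the enzyme signal by at least half of the control window in the single-dose screen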;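 further: plate controls were DMSO wells with enzyme plus substrate for no effect and substrate without enzyme for full effect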
# Target sequence (P24666 whole entry, looked up): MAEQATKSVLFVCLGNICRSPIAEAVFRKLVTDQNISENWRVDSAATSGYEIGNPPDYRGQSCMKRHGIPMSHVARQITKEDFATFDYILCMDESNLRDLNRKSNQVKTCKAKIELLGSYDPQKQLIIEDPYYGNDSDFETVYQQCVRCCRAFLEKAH
#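 Assay system: LMPTP-A enzyme. Input: 0.625 nM LMPTP-A final. Probe or stimulus: 400 µM OMFP. Compound dosing: single 20 µM dose. Schedule: 50 min dark incubation at room temperature. Detection: fluorescence intensity of OMFP turnover product. Read-out: percent inhibition versus substrate-only and uninhibited controls. Benchmarks: no-enzyme low control, uninhibited high control.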
# Rpn11 inh – blocks the human proteasome subunit Rpn11; O00487; human 26S proteasome, Ub4-pepOG fluorescence polarization; 20S core pre-blocked with epoxomicin; calls only at 20 µM; hit rate 0.59% among 360,000;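 active means inhibition at 20 µM, scaled to each plate's controls, above about 33%, limit read from the data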
# Target sequence (O00487 whole entry, looked up): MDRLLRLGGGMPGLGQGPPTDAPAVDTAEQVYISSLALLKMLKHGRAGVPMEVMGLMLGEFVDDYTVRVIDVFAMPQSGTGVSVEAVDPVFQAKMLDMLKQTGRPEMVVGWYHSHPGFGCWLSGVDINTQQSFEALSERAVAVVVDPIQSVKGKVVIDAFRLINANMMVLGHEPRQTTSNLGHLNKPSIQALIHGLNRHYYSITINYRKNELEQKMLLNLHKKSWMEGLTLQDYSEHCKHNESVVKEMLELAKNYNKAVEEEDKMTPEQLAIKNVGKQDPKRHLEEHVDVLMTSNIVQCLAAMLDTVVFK
# TbMetRS inhib – blocks T. brucei methionyl-tRNA synthetase activity | purified T. brucei MetRS, ATP depletion, Kinase-Glo luminescence | inhibition, % at 11.9 µM | hit rate 0.4% among 360,000 | AID 624268;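 active means inhibition above a per-plate cutoff of the control wells' mean inhibition plus 3 SD, cut at about 5.5% in these data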;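 further: 0% = DMSO wells median and 100% = median of wells with control inhibitor compound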
#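 Assay system: T. brucei methionyl-tRNA synthetase, purified | Medium: HEPES buffer with MgCl2, KCl, DTT, spermine, BSA, pyrophosphatase | Compound: 11.9 µM single point | Incubation: 15 min enzyme-compound preincubation, 2 h reaction, 10 min detection, 25 °C | Measured by: Kinase-Glo luciferase luminescence reporting remaining unconsumed ATP | Measure: % inhibition normalized to control-well medians | Replication: Singlicate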
# DNMT1 inh – DNMT1 (human) enzyme inhibition. DNMT1 molecular beacon, Hinp1I cleavage, fluorescence. hit rate 0.83% among 360,000. P26358. inhibition (reported as % activation of signal), % at 10 µM; in the data active means inhibition above about 50%
# Scp1 inh – blocks human Scp-1 phosphatase activity | Q9GZU7 | Recombinant Scp1, phosphopeptide, malachite green phosphate absorbance | inhibition, % at 20 µM | hit rate 0.88% among 340,000 | AID 493091;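 active means inhibition above about 50% at 20 µM, limit read from the data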;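 further: plate controls were DMSO wells with enzyme for no effect and wells lacking enzyme for full effect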
# Target sequence (Q9GZU7 76-261 limits assumed): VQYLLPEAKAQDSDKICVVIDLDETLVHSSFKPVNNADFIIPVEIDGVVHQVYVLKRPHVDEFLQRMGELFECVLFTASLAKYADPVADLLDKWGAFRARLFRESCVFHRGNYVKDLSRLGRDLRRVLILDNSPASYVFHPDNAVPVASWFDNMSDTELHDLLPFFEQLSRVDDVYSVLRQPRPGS
#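 assay system = SCP-1 phosphatase catalytic domain, residues 76-261 | buffer or medium = 50 mM Tris acetate pH 5.5, 0.005% Tween-20, 10 mM MgCl2 | incubation = enzyme reaction 45 min at room temperature, colour 5 min, stabilisation 30 min | signal = Phosphate-binding colour reagent, absorbance read at 630 nm | measure = % inhibition at 20 µM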
# NadD block – blocks S. aureus nicotinate mononucleotide adenylyltransferase; purified NadD enzyme, colorimetric absorbance read-out; inhibition, % at 20 µM; hit rate 0.78% among 360,000; AID 602399; in the data active means inhibition above about 26%; further: some compounds past the cut are filed as inactive
# CSN inh – blocks human CSN-mediated cullin deneddylation; Q92905; Purified CSN, SCF-Nedd8-OG deneddylation, fluorescence polarization; inhibition, % at 12.5 µM; hit rate 0.38% among 360,000;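 active means pattern-corrected inhibition above about 35%, with an unprinted fluorescence ratio check between 0.5 and 1.5, limit read from the data, passing the limit was not always enough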;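 further: 0% = enzyme with substrate and 100% = substrate without enzyme; some results filed as inactive read as strong as hits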
# Target sequence (Q92905 whole entry, looked up, one chain of several): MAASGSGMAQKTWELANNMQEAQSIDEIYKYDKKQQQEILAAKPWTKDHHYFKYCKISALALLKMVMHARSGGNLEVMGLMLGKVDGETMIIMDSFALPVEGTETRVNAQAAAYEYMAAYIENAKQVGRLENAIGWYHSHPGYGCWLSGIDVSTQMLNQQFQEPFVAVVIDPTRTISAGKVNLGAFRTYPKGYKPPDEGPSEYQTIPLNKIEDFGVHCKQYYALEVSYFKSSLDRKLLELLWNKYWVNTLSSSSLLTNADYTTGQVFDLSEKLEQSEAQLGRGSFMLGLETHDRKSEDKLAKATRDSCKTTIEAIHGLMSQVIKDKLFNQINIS
#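 Test system: Human Csn5 produced in HEK293T cells | Compound: 12.5 µM single point | Times: 90 min, room temperature | Signal: Fluorescence polarization readout | Read-out basis: % inhibition of substrate cleavage by Csn5 | Controls: no-enzyme wells high, enzyme-with-substrate wells low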
# PABP1 MLLE inh – inhibitors of microRNA-mediated deadenylation, human PABP1 MLLE binding; P11940; GST-MLLE / FITC-PAM2 fluorescence polarization; inhibition, % at 20 µM; hit rate 0.36% among 360,000; in the data active means inhibition above about 35%, passing the limit was not always enough;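 further: plate controls were DMSO wells with GST-MLLE for no effect and wells lacking GST-MLLE protein for full effect; some results filed as inactive read as strong as hits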
# STEP inh – STEP (human) phosphatase inhibition; AID 588621; hit rate 0.25% among 360,000; inhibition, % at 20 µM; recombinant STEP, OMFP fluorogenic substrate, fluorescence;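 active means inhibition at 20 µM, scaled per plate between control wells, above about 37%, limit read from the data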;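 further: 0% = DMSO with enzyme and substrate and 100% = substrate only without enzyme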
#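 Also added – OMFP at 25 µM · Test system – STEP tyrosine phosphatase · Technique – FITC-channel fluorescence of OMFP product · Schedule – 20 min at room temperature, dark · Evaluation – control-normalized % inhibition with plate pattern correction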
# An asterisk follows results filed as active; i = inactive; nt = not tested or not shown; & = joins results of further samples. Random draw from the library; about 3.6% have a hit in one of these screens.
SMILES,SUMO1-SIM PPI,LMPTP inh,Rpn11 inh,TbMetRS inhib,DNMT1 inh,Scp1 inh,NadD block,CSN inh,PABP1 MLLE inh,STEP inh
CCCCn1c(N)c(N(CC(C)C)C(=O)CSc2nnc(-c3ccc(Cl)cc3)o2)c(=O)[nH]c1=O,3.4,-2.7,i,-0.4,7.8,-4.8,0.4,2.8,-25.8,1.3
CC(=O)N/N=C/c1cc(C(C)C)cc(/C=N/NC(C)=O)c1O,8.7,1.2,i,0.0,6.2,-9.3,-2.1,-24.4,102.7,-1.4
O=C(O)c1cn(Cc2ccccc2)c2ccc(Cl)cc2c1=O,3.1,23.9,i,-0.3,-0.8,-8.6,-8.4,-1.8,10.6,-2.9
Nc1nccnc1C(=O)OCC(=O)Nc1cccc(S(=O)(=O)N2CCCCC2)c1,0.5,-0.5,i,-0.4,-3.5,-5.3,1.2,-5.2,8.5,-5.6
CCCC(=O)C1=C(O)C(C(=O)OC)C(C)(C)CC1=NC(C)C (stereo not drawn),-1.1,-2.3,i,-0.9,0.6,-4.2,-3.7,5.9,2.2,-0.5
C=CCN(CC=C)C(=O)c1ccc(OC2CCN(Cc3ccccn3)CC2)cc1,2.6,-0.2,i,0.4,-1.7,-5.2,3.0,6.8,7.4,1.4
Cc1ccc(-c2nnn(CCC(=O)N3CCCCC3C)n2)cc1 (stereo not drawn),0.7,-0.9,i,-1.1,1.9,1.5,0.5,3.7,0.6,-2.0
CCOC(=O)CCc1c(C)nc2c(c(C)nn2-c2ccccc2)c1C,2.4,2.0,i,-0.6,0.2,-0.5,0.4,-1.0,5.0,1.2
O=c1c2sc3nc(N4CCOCC4)c4c(c3c2ncn1-c1ccccc1)CCCC4,3.3,3.9,i,0.0,-10.0,3.8,-0.5,-0.8,9.2,1.3
CCOC(=O)c1c(S(=O)(=O)Nc2ccc(C)cn2)c(C)n(C)c1C,2.8,-1.2,i,0.2,1.2,-5.3,2.7,1.2,-0.9,1.8
COc1ccc(C(=O)NCc2nnc(SCC(=O)Nc3ccccc3OC)n2C)cc1,-0.7,0.0,i,0.1,-2.2,-6.5,0.4,-5.6,5.8,0.6
Cc1nn(-c2ccccc2)c(Cl)c1/C=N/NC(=O)c1ccccc1F,6.6,2.1,i,-0.4,-5.2,-8.9,-9.4,-2.1,-6.0,2.1
O=C(COc1ccccc1)OC(C(=O)c1ccccc1)c1ccccc1 (stereo not drawn),-3.2,3.3,i,-0.7,-4.8,-12.3,-2.7,-7.2,3.1,-2.2
CCOc1ccc(NC(=O)Cc2ccc(S(=O)(=O)N3CCCCC3)cc2)cc1OCC,-2.9,0.8,i,-0.1,-28.0,-7.3,2.9,1.9,-16.5,-1.8
COc1ccc(/C=N/N=C(\N)c2nonc2N)cc1OC,-8.5,-1.0,i,-0.4,-0.8,-8.3,-3.2,-1.6,2.7,-2.4
O=C(Nc1ccccc1)Nc1cccc2ccccc12,-3.6,0.7,i,0.1,0.4,-7.2,-2.3,-1.0,4.3,-1.6
S=C(NCc1ccco1)N/N=C/c1ccncc1,-9.3,-1.4,i,-0.3,-1.1,-13.3,-2.6,5.7,24.1,-1.2
CCOC(=O)C1CCN(C(=O)C2CCCN(S(=O)(=O)c3ccc(OC)c(Cl)c3)C2)CC1 (stereo not drawn),4.0,-1.9,i,-0.3,-0.5,-4.5,-1.2,-1.0,-10.5,-0.4
Cc1ccc2[nH]cc(CCCN3C(=O)c4ccccc4C3=O)c2c1,-10.4,3.0,i,-0.1,-3.0,-5.7,5.1,-5.7,-16.4,4.5
CCOc1nc2ccccc2cc1C=O,2.5,0.1,i,-0.1,1.6,-3.7,1.8,-0.1,1.1,1.2
c1cnc(N2CCN(Cc3ccc4c(c3)OCO4)CC2)nc1,-5.8&3.9,-1.7&-1.1,i,-0.2&0.0,-2.1&2.5,-6.3&-3.8,2.7&0.9,-3.7&-2.8,1.9&-8.7,0.1&2.5
c1ccc(-c2n[nH]c3ccccc23)cc1,-1.1,1.5,i,-0.1,1.2,-4.4,-5.2,0.0,-0.7,0.3
COc1ccc(N2CCN(S(=O)(=O)CCNS(=O)(=O)c3ccccc3)CC2)cc1,-3.1,-0.6,i,-0.1,3.1,-11.8,-1.5,-2.0,-0.1,-0.9
O=C(N/N=C/c1ccoc1)c1ccccc1Br,-1.5,2.4,i,-0.3,10.9,16.3,-3.5,-1.2,-0.9,7.5
C/C(CCc1ccccc1)=N\NC(=O)CCc1ccccc1,3.3,-0.6,i,-0.4,0.6,-8.0,4.5,-5.1,11.8,0.9

# Random excerpt: 2 compounds from above, in no set order.
SMILES,SUMO1-SIM PPI,LMPTP inh,Rpn11 inh,TbMetRS inhib,DNMT1 inh,Scp1 inh,NadD block,CSN inh,PABP1 MLLE inh,STEP inh
Nc1nccnc1C(=O)OCC(=O)Nc1cccc(S(=O)(=O)N2CCCCC2)c1,0.5,-0.5,i,-0.4,-3.5,-5.3,1.2,-5.2,8.5,-5.6
O=C(Nc1ccccc1)Nc1cccc2ccccc12,-3.6,0.7,i,0.1,0.4,-7.2,-2.3,-1.0,4.3,-1.6

# Later entries
SMILES,SUMO1-SIM PPI,LMPTP inh,Rpn11 inh,TbMetRS inhib,DNMT1 inh,Scp1 inh,NadD block,CSN inh,PABP1 MLLE inh,STEP inh
Cc1ccccc1Nc1n[nH]c(=S)s1,-1.0,0.5,i,0.1,1.1,nt,20.4,7.4,23.9,3.3
CC(=O)c1c(C)[nH]c(C(=O)COC(=O)c2cccc(S(=O)(=O)N(C)c3ccccc3)c2)c1C,0.7,2.0,i,0.1,-12.1,-6.8,-2.3,-7.5,-10.4,5.5
COc1ccc(NC(=S)N(CCN2CCCCC2)Cc2ccco2)cc1,3.2,-3.3,i,-0.8,-1.7,-5.2,-5.3,-2.6,-23.8,0.2
CC(=O)NCCOc1ccc(C(=O)O)cc1,-0.7,-2.8,i,-1.2,0.6,-3.1,0.3,-3.9,-5.8,-1.0
Cc1ccc(S(=O)(=O)CC(=O)Nc2ncc([N+](=O)[O-])s2)cc1,-17.9,-0.4,i,-0.2,3.2,0.7,-3.7,2.1,15.2,-0.5
COc1ccc(NS(=O)(=O)c2ccc(F)c(Cl)c2)cn1,-1.0,0.7,i,0.1,-1.8,-7.1,-9.5,-15.3,46.7*,-3.9
O=C(Nc1nncs1)c1cc(-c2ccco2)nc2ccccc12,25.4,1.1,i,-0.1,15.0,-15.3,5.6,18.1,-1.6,-2.7
Cc1noc(C)c1CSCC(=O)Nc1cc(Cl)ccc1N1CCOCC1,2.8,1.9,i,-0.3,0.3,-10.2,-1.8,0.1,-16.0,-2.5
C/C(=N\NC(=O)c1ccn(C)n1)c1ccco1,-0.9,0.5,i,-0.8,1.5,1.6,-3.9,2.8,-2.6,-1.7
CCC(=O)N1c2ccc(S(=O)(=O)CCC(=O)N3CCN(c4ccccc4)CC3)cc2CC1C (stereo not drawn),-2.9,0.6,i,-0.7,-3.1,8.7,0.8,0.0,-0.6,-6.2
O=C(CSc1ccccn1)Nc1cccc2ccccc12,-3.7,-2.5,i,0.6,-13.8,-6.9,-4.1,-6.2,-75.4,-4.2
C=CCCC(=O)Nc1nc(C)c(-c2csc(Nc3cc(OC)ccc3OC)n2)s1,0.1,1.3,i,-0.3,-28.8,3.5,21.7,5.5,22.1,0.6
CCC(=O)N/C(=N/c1nc(C)cc(C)n1)Nc1ccc(C)cc1,-3.7,0.1,i,-0.2,1.4,-3.7,1.5,1.8,0.8,-2.7
CCc1cccc2c(C(=O)COC(=O)c3cnc(C)cn3)c[nH]c12,2.8,-0.3,i,-0.5,-4.9,-6.1,-2.0,2.2,-18.8,-1.6
O=C(C(=O)N1CCN(c2cccc(Cl)c2)CC1)c1cn(CC(=O)N2CCOCC2)c2ccccc12,5.0,0.9,i,-0.5,-3.3,-8.0,-0.8,0.3,-9.4,-0.6
CCCc1nc(-c2ccccc2O)n(-c2ccccc2)n1,1.8,0.2,i,0.3,-0.3,6.3,-6.0,-2.1,1.3,2.1
COc1cc2c(cc1OC)C(C(=O)O)C(c1ccc(C)o1)N(C)C2=O (stereo not drawn),1.9,0.1,i,-0.1,-1.3,-3.6,0.2,4.8,-3.8,56.2*
COc1cccc(NC(=O)Nc2nc(SC)ns2)c1,5.6,-0.5,i,-0.3,4.7,-11.5,-4.0,-1.6,9.9,-2.5
O=C(O)CSCc1nc2ccccc2[nH]1,-1.0,-0.9,i,0.2,4.2,-12.9,-8.8,-2.9,16.2,-1.0
Cc1cc(C)cc(OCC(=O)OCC(=O)NCCC2=CCCCC2)c1,18.2,-0.1,i,-1.6,-0.2,-2.5,-2.8,2.2,-14.7,3.5
Fc1cccc(Cc2c(-c3ccco3)nc3ccc(Br)cn23)c1,2.0,9.3,i,0.6,50.0*,nt,25.5,22.6,-20.8,3.1
CCc1ccc(CN2CCC(Oc3ccc(C(=O)NCc4ccccn4)cc3)CC2)o1,-2.3,0.2,i,0.2,-1.0,-7.5,-4.4,-1.0,4.2,-2.0
CC(=O)Nc1ccc(NC(=O)C2CCN(S(=O)(=O)c3cccc4nonc34)CC2)cc1,-16.5,1.6,i,-0.7,-4.7,-2.5,-0.7,13.4,2.7,-2.2
COc1ccc(OC)c(S(=O)(=O)Oc2ccc(N)c3ccccc23)c1,-13.9,2.7,i,-0.8,-17.2,-10.7,8.8,12.9,9.7,-0.7
CC(C)c1cccc(C(C)C)c1OC(=O)[C@H]1OC(C(C)(C)C)=C[C@@H]1c1ccccc1,0.4,-0.7,i,-0.3,3.6,4.1,-9.1,0.6,-11.2,1.9
CCn1c(SCC(=O)O)nnc1-c1cccnc1,-2.6,0.7,i,-0.2,0.2,-5.3,-0.4,-2.4,-0.7,-5.4
CC(=O)C1=C(c2ccccc2)OC(N)=C(C#N)C1c1ccccc1C (stereo not drawn),-2.8,0.0,i,-0.4,3.5,-5.5,-5.9,-3.7,-1.0,2.2
O=P(c1ccccc1)(c1ccccc1)C(O)c1cccs1 (stereo not drawn),-5.6,-0.3,i,0.1,8.0,nt,0.4,0.8,-2.3,0.0
N#CCS(=O)(=O)c1ccccc1,-4.1,-2.8,i,-0.3,-1.3,-0.2,0.7,-1.7,-5.1,0.6
Cc1ccc(OCC(O)CNS(=O)(=O)c2ccccc2C(=O)N2CCCCC2)cc1 (stereo not drawn),-1.3,-0.2,i,-1.1,-3.5,-10.4,-6.6,-4.5,1.2,0.1

# Assay outcomes: PubChem BioAssay, several laboratories
